Fluorescein fluor – qHTS Assay for Spectroscopic Profiling in Fluorescein Spectral Region. max fluorescein-equivalent concentration, M. 59,000 compounds, 0.91% hits. Compound autofluorescence, 480/540 nm, fluorescein-equivalent; stronger effect = higher value; in the data active = max fluorescein-equivalent concentration above about 10 nM; inconclusive = between about 1.1 nM and that limit
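In this qHTS profile, compound fluorescence was measured with a 480 nm/540 nm filter pair following a 15-min room-temperature incubation in 100 mM Tris (pH 8.0). A six-point fluorescein series on each plate served for normalization.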
Ub-GFP proteasome – Ubiquitin-GFP Assay | Ubiquitin-GFP reporter cells, proteasome inhibition, GFP fluorescence; response scale: untreated = 0%, 10 µM MG-132 = 100% | Potency, µM (top dose mostly 45.9 µM), for the others: top-dose activation (GFP accumulation), actives largely listed as activators | 67,000 tested, under 10 active; active = well fitted activation curve with a large enough effect, not every such curve was filed as active; inconclusive = small, poorly fitted or top-dose-only effect, or another doubt; inactive = no such curve, though single readings can be large or run the other way; also: potency is read from the fitted curve at half-maximal effect
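GFP accumulation read-out: laser plate cytometry counting ubiquitin(G76V)-GFP-expressing U2OS cells after 4 hr compound exposure at 37 °C. Titrations spanned 46 uM to 2.9 nM; 0% = basal, 100% = 10 uM MG-132; concentration-response curves fitted.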
ERK AVP block – qHTS Assay for Inhibitors of the ERK Signaling Pathway using a Homogeneous Screening Assay; HEK293-V1b, vasopressin-stimulated pERK AlphaScreen; Potency, µM (titrated, usually from 57.5 µM), inactives show at the top dose activity, negative = inhibition, actives largely listed as inhibitors; 72,000 compounds, 0.99% hits; also: potency is read from the fitted curve at half-maximal effect; % is scaled to controls: 0 for no effect and ±100 for the full control effect; nearly all actives have a fitted effect of over 55% in size
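V1b-HEK293 cells; cpd 30 min 37C; 25 nM vasopressin 5 min; lyse 10 min; AlphaScreen beads 5 hr RT. Normalized to DMSO basal and 25 nM vasopressin; AC50 by Hill fit.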
GFP derepression – qHTS Assay for Epigenetic Modulators. mouse C127i GFP locus derepression, cytometry, 30 h. Potency, µM (highest dose often 46.1 µM), for the others: top-dose GFP derepression (activation). 68,000 compounds, 0.09% hits. AID 597, 2007; also: % of control where 0% means no effect
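Locus derepression in mouse mammary C127i cells whose integrated CMV-GFP reporter is normally silent; GFP expression after 30 h compound treatment was quantified by counting fluorescent cells.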
Texas Red fluor – qHTS Assay for Spectroscopic Profiling in Texas Red Spectral Region; Compound fluorescence, Texas Red channel, 547/618 nm; stronger effect = higher value; 59,000 compounds, 0.06% hits; max dye-equivalent concentration, M; in the data active = max dye-equivalent concentration above about 10 nM; inconclusive = between about 1.1 nM and that limit
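Compound titrations in 100 mM Tris pH 8.0 were incubated 15 min at room temperature and read at 547 nm excitation / 618 nm emission. Texas Red six-point standard curve on each plate converted fluorescence to dye-equivalent concentration.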
4MU fluor – qHTS Assay for Spectroscopic Profiling in 4-MU Spectral Region; compound autofluorescence, 340/450 nm, 4-MU equivalents; stronger effect = higher value; max dye-equivalent concentration, M; 59,000 compounds, 11% hits; AID 589, 2007; in the data active = max dye-equivalent concentration above about 10 nM; inconclusive = mostly about 1.1 nM to 9.6 nM
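Intrinsic fluorescence at 340/450 nm (ex/em) was read after 15 min at room temperature in pH 8.0, 100 mM Tris. Each compound concentration expressed as 4-MU-equivalent concentration from a six-point 4-MU standard series on each plate.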
FLuc inh – qHTS Assay for Inhibitors of Firefly Luciferase; Luciferin 4-monooxygenase (Photinus pyralis), P08659; purified firefly luciferase, luminescence, 8 min; AID 411, 2009; 72,000 compounds, 2.2% hits; Potency, µM (titrated, usually from 57.1 µM), inactives show top-dose activity change, negative = inhibition, hits mostly inhibitors; also: potency is read from the fitted curve at half-maximal effect; % is scaled to controls: 0 for no effect and ±100 for the full control effect; nearly all actives have a fitted effect of over 40% in size
Target sequence (P08659 whole entry, looked up): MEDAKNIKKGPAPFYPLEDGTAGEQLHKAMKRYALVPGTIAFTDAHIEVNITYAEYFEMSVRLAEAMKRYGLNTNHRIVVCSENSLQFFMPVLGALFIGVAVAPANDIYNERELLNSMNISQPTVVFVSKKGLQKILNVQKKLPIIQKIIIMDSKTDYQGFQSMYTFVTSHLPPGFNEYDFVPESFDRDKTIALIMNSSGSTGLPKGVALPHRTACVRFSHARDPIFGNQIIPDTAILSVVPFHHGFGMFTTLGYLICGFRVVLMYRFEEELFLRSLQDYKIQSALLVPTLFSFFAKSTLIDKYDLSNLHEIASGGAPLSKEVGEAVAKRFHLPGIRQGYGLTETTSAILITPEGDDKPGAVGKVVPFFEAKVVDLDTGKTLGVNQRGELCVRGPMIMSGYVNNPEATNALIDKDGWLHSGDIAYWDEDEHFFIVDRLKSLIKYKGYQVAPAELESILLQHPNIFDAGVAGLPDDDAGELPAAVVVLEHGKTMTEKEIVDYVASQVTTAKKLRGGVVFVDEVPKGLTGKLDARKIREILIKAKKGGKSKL
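Luminescence read-out after 8 min at room temperature; enzyme reaction used luciferin plus 10 uM ATP (linear range) in imidazole buffer pH 7.2 with KCl, MgCl2, Tween 20 and BSA. Each sample was run as a titration.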
A350 fluor – qHTS Assay for Spectroscopic Profiling in A350 Spectral Region. Compound autofluorescence, 340/450 nm, Alexa 350 dye-equivalents; stronger effect = higher value. max dye-equivalent concentration, M. 59,000 compounds, 11% hits; in the data active = max dye-equivalent concentration above about 10 nM; inconclusive = mostly about 1.1 nM to 9.6 nM
HBB splicing – qHTS Assay for Modulators of Hemoglobin Beta Chain Splicing | HBB splicing reporter cell assay, activation; EGFP reporter with mutant IVS2-654 intron; response scale: normalised to 500 nM splice-correcting PNA | Potency, µM (titrated, usually from 46.1 µM), without a hit: top-dose activation, most hits filed as activators | 65,000 compounds, 0.06% hits; also: potency is read from the fitted curve at half-maximal effect; 0% is about no effect
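Compounds were applied for 2 days to HeLa EGFP-654 cells, 500/well in Optimem with 2% FCS. The reporter's EGFP is disrupted by mis-splicing of beta-globin intron IVS2-654. Readout: summed well GFP fluorescence from 488 nm laser scanning; reference was 500 nM antisense […] 654 PNA.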
CRE Fsk mod – Cell signaling CRE-BLA (Fsk stim) | CHO CRE-bla reporter (cAMP response element driving beta-lactamase), forskolin EC10, beta-lactamase ratio | 71,000 compounds, 2.5% hits | AID 662, 2007 | Potency, µM (top dose mostly 38.2 µM), for inactives: at the highest dose activity change, negative = inhibition, actives largely listed as activators; active = well fitted activation curve with a large enough effect in the signal ratio, with a control signal flat, not every such curve was filed as active; inconclusive = small, poorly fitted or top-dose-only effect, or effect the other way, or a change in a side signal; the % refers to the signal ratio; also: potency is read from the fitted curve at half-maximal effect; % of control where 0% means no effect
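Beta-lactamase reporter under a cAMP responsive element in CHO cells; compounds tested in titration series against EC10 NKH 477, 3 h at 37 °C. Read-out: CCF4 FRET ratio 460nm/530nm (excitation 405nm) giving %Activity, fitted to AC50.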
Hsp90 Hop PPI – qHTS Assay for Disrupters of an Hsp90 Co-Chaperone Interaction; AlphaScreen TPR2A-His6 binding biotin-Hsp90 C-terminal peptide; Potency, µM (top dose mostly 57 µM), without a hit: top-dose activity change, negative = inhibition; 71,000 compounds, 0.44% hits; AID 595, 2007; active = well fitted curve in either direction with a large enough effect; inconclusive = small, poorly fitted or top-dose-only effect, or another doubt; also: potency is read from the fitted curve at half-maximal effect; % is scaled to controls: 0 for no effect and ±100 for the full control effect; many of its hits are not listed in these tables
* marks the source's active call; other numbers are inactive results; i = inactive; ? = inconclusive; . = not tested or not shown; [ ] = dose if it differs, or a comment. Unless noted, calls follow the shape of the dose curve; as a rule, active = well fitted curve in the direction sought with a large enough effect; inconclusive = small, poorly fitted or top-dose-only effect, or another doubt; inactive = no such curve, though single readings can be large; an effect the other way counts as inactive or inconclusive.

item	compound	Fluorescein fluor	Ub-GFP proteasome	ERK AVP block	GFP derepression	Texas Red fluor	4MU fluor	FLuc inh	A350 fluor	HBB splicing	CRE Fsk mod	Hsp90 Hop PPI
1	CSC(=NCc1cccnc1)NS(=O)(=O)c1cccs1	?	-5%	4%	0%	i	i	1%	?	-1.5%	6%	?
2	CN(CCNC(=O)c1ccc(N2CCCC2=O)cc1)CCc1ccccc1	i	17%	18%	2%	i	i	1%	i	-1.1%	?	-2%
3	CN(C)S(=O)(=O)N1CCc2ccccc21	i	0%	-4%	-3%	i	i	0%	i	0.7%	-7%	-3%
4	CN1CCN([C@@H]2Cc3ccccc3Sc3ccc(Cl)cc32)CC1	?	-3%	-1%	4%	i	i	0%	i	-0.7%	-3%	-9%
5	COc1ccccc1CNC(=O)C1CC(=O)N(c2ccc(C)c(C)c2)C1 (stereo unspecified)	i	-3%	-3%	0%	i	i	4%	i	-0.4%	-11%	-3%
6	O=C(c1ccco1)N1CCCC(c2ccccc2)C1 (stereo unspecified)	i	-1%	-3%	2%	i	?	-1%	1.1e-08M*	-0.5%	9%	-3%
7	CC(C)(C)OC(=O)N1CCC(c2c(C(=O)O)cnn2-c2ccccc2)CC1	i	-13%	-11%	1%	?	i	0%	i	0.9%	25%	-1%
8	Cc1ccc(CNC(=O)c2ccc(NS(=O)(=O)c3c(C)noc3C)cc2)cc1	i	0%	-12%	-2%	i	i	3%	i	0.5%	-2%	-4%
9	CCN1CCN(CCNC(=O)c2cn(C(C)c3ccccc3F)nn2)CC1 (stereo unspecified)	?	-1%	1%	-1%	i	i	6%	i	-0.2%[57.5 µM]	8%	0%
10	Cc1cc(C)nc(Sc2c(C)nn(-c3ccccc3)c2C)n1	?	7%	-1%	4%	i	?	-3%	?	7.0%[1.84 µM]	?	-5%
11	Cc1cc2ncn(-c3ncnc4sc(C)c(C)c34)c2cc1C	?	5%	-10%	0%	i	i	3%	?	-1.8%	12%	0%
12	O=C(C1CC1)N1CCc2cc(S(=O)(=O)N3CCOCC3)ccc21	i	-7%	3%	0%	i	i	3%	i	1.1%	?	-4%
13	C=C(C)COc1ccc(-c2[nH]ncc2Oc2cccc(OC)c2)c(O)c1	i	3%	4%	8%	?	i	-1%	i	0.3%[57.5 µM]	?	8%
14	CCOC(=O)c1ccc2c(c1)nc(COc1ccccc1C#N)n2CC	?	3%	7%	0%	i	i	-1%	i	-0.3%[57.5 µM]	-3%	1%
15	Cc1ccc(CSc2nnc(-c3ccco3)n2N)cc1	i	-1%	5%	0%	i	i	1%	i	-0.4%	?	-5%
16	CC1=C(C(=O)OC(C)C)C(c2ccc(Br)s2)NC(=O)N1C (stereo unspecified)	.	17%	?	-2%	.	.	-8%	.	-0.1%[9.22 µM]	16%	2%
17	COc1ccc2[nH]c(-c3ccccc3)c(CCNC(C)=O)c2c1	.	-6%	2%	2%	.	.	-4%	.	.	-14%	-2%
18	COc1ccc(OC)c(CNC(=O)C2CCN(C(=O)N(C)C)CC2)c1	i	2%	-1%	4%	i	i	2%	i	2.3%[57.5 µM]	7%	1%
19	COC(=O)c1cc2c([nH]c3ccccc32)c(C)n1	i	3%	32µM*	3%	i	?	-5%	?	.	22%	0%
20	COc1ccc(OC)c(N/C(=N\c2nc(C)cc(C)n2)NC(=O)c2ccco2)c1	i	8%	-11%	8%	?	?	2%	?	-0.4%	16%	-2%
21	NS(=O)(=O)c1ccc(S(=O)(=O)NCCc2ccccc2)cc1	.	-12%	-2%	0%	.	.	1%	.	-0.8%	3%	-1%
22	CCCOc1ccc2oc(=O)c3c(c2c1)CCCN3C(=O)CN1CCCC(C(=O)OCC)C1 (stereo unspecified)	i	-3%	12%	29%	?	3.7e-08M*	1%	4.3e-08M*	0.9%	?	-3%
23	Cc1cccc(C)c1NC(=O)Nc1cccs1	i	-5%	-13%	1%	i	i	-5%	i	1.1%	-25%	-10%
24	Cc1cccc(C)c1OCC(O)Cn1ccnc1C (stereo unspecified)	.	-3%	19%	.	.	.	2%	.	-0.8%	-15%	?
25	O=C(c1ccco1)N1CCC2(CC1)CCN(c1ccccn1)CC2	i	0%	?	2%[9.22 µM]	i	i	-1%[11.4 µM]	i	0.7%	-16%	0%
26	CN(C)c1ncc2nc(-c3cc(F)cc(F)c3)c(=O)n(C3CC3)c2n1	i	8%	10%	19%[9.22 µM]	i	2.2e-08M*	1%[11.4 µM]	2.8e-08M*	0.7%	?	-1%
27	CC(C)Cn1cnc2c(SCc3ccccn3)nc(N)nc21	i	-4%[9.17 µM]	-29%[11.5 µM]	0%[9.22 µM]	i	i	0%[11.4 µM]	i	4.4%[9.22 µM]	22%[7.6 µM]	-2%[11 µM]
28	C=CCN1C(=O)C(O)(CC(=O)c2ccc(-n3cccc3)cc2)c2ccccc21 (stereo unspecified)	?	-4%	-19%	-2%	i	i	-9%	i	-1.6%	?	-6%
29	C[N+](C)(C)CCNC(=O)c1c(O)c2c([nH]c1=O)CCCC2	i	-2%	-8%	0%	?	?	3%	?	-3.4%[0.369 µM]	12%	-2%
30	CCS(=O)(=O)N1CCC(C(=O)OCC(=O)c2ccc(Br)cc2)CC1	i	-4%	2%	0%	i	i	-2%	i	-0.5%	3%	-1%
31	CCOC(=O)N1CCN(C(=O)Nc2ccc3oc(C)nc3c2)CC1	i	-3%	-28%	0%	i	i	-1%	i	0.9%	-6%	-2%
32	Cc1cccc2cc(C(c3nnnn3Cc3ccccc3)N3CCN(C)CC3)c(=O)[nH]c12 (stereo unspecified)	i	-8%	1%	-4%	i	3e-08M*	1%	2.9e-08M*	-0.1%[57.5 µM]	0%	1%
33	O=C(NCCCN1CCOCC1)c1ccco1	.	3%	-8%	-2%	.	.	-3%	.	0.2%	-1%	-1%
34	Cc1cccc(OCCCn2ccnc2)c1	i	2%	-17%	0%	i	i	1%	i	-1.1%	-3%	-4%
35	CCc1ccccc1N1CCN(S(=O)(=O)c2cc(OC)ccc2OC)CC1	?	0%	7%	-3%	i	i	-1%	i	-1.6%	22%	8%
36	Nc1ncnc2nc(SCCN3CCCCC3)[nH]c12	i	-6%	-11%	3%	i	?	6%	?	3.7%	-13%	-3%
37	CC1=C(C(=O)N(C)CCC#N)C2(CCCCC2)OC1=O	.	2%	3%	7%	.	.	1%	.	1.6%	0%	-1%
38	O=C(CCCc1nc(-c2ccc(Cl)cc2)no1)N1CCOCC1	i	-2%	-10%	-4%	?	i	-2%	?	0.8%[57.5 µM]	0%	-6%
39	CCn1c(SCC(=O)N2CCOCC2)nc2c(c1=O)SC(C)C2 (stereo unspecified)	i	12%	19%	0%	i	i	0%	i	-1.4%	6%	2%

Full records, looked up by structure. Order of values: Fluorescein fluor, Ub-GFP proteasome, ERK AVP block, GFP derepression, Texas Red fluor, 4MU fluor, FLuc inh, A350 fluor, HBB splicing, CRE Fsk mod, Hsp90 Hop PPI
O=C(NCCCN1CCOCC1)c1ccco1 is entered as ., 3%, -8%, -2%, ., ., -3%, ., 0.2%, -1%, -1%
Nc1ncnc2nc(SCCN3CCCCC3)[nH]c12 is entered as i, -6%, -11%, 3%, i, ?, 6%, ?, 3.7%, -13%, -3%
C[N+](C)(C)CCNC(=O)c1c(O)c2c([nH]c1=O)CCCC2 is entered as i, -2%, -8%, 0%, ?, ?, 3%, ?, -3.4%[0.369 µM], 12%, -2%
Cc1cccc2cc(C(c3nnnn3Cc3ccccc3)N3CCN(C)CC3)c(=O)[nH]c12 (stereo unspecified) is entered as i, -8%, 1%, -4%, i, 3e-08M*, 1%, 2.9e-08M*, -0.1%[57.5 µM], 0%, 1%

Source: PubChem (National Center for Advancing Translational Sciences (NCATS))

The list is partial; rates above refer to the full screens.
